# All columns: NCI-60 one-dose screen, growth in % after 48 h at 10 µM unless noted; 100 = growth as untreated, 0 = no growth, -100 = all killed.
# HCT-116 = HCT-116 colon cancer. AID 1794798. 82,000 compounds, 7.3% hits
# NCI-H23 = NCI-H23 lung cancer; 80,000 compounds, 4% hits; AID 1794731
# NCI-H322M = NCI-H322M lung cancer | 80,000 compounds, 2.7% hits | AID 1794733
# NCI-H460 = NCI-H460 lung cancer; 82,000 compounds, 6.8% hits
# COLO 205 = COLO 205 colon cancer; 79,000 compounds, 7.3% hits
# NCI-H522 = NCI-H522 lung cancer; 78,000 compounds, 8% hits
# NCI-H226 = NCI-H226 lung cancer; 79,000 compounds, 3.5% hits; AID 1794732
# NCI/ADR-RES = NCI/ADR-RES ovarian cells; 81,000 compounds, 4.4% hits
# HCT-15 = HCT-15 colon cancer; AID 1794746; 82,000 compounds, 5.2% hits
# The depositor's hits bear a star; . = not tested or not shown; & = joins results of further samples. Rule for the calls: active = growth percent below 10; inactive = the rest.
SMILES,HCT-116,NCI-H23,NCI-H322M,NCI-H460,COLO 205,NCI-H522,NCI-H226,NCI/ADR-RES,HCT-15
COc1cc(C(=O)N2CCOCC2)cc(OC)c1OC,105&102,95&41,93&104,113&106,118&111,91&99,105&79,98&115,96&90
CN(CCF)c1ccc(/C=C/C(=O)c2ccc(N)cc2O)cc1,73,93,79,72,111,67,94,72,50
NC(Cc1ccc(O)cc1)C(=O)O (stereo not given),99&104&98,99&99&90,112&99&89,106&105&102,108&111&131,105&87&89,103&92&95,109&91&101,99&105&88
COc1ccc(C(=O)NC(=O)Nc2ccc3c(c2)NC(=O)/C3=C\c2[nH]c(C)c(CCC(=O)O)c2C)c(F)c1,28,40,51,17,37,27,45,89,40
C/C(=C/c1ccccc1)C(=O)O,105,103,97,104,106,100,97,101,101
O=C(NC1CC1)C1CN(c2cccc(Cl)c2)N(c2cccc(Cl)c2)C1=O (stereo not given),60,77,75,98,89,71,77,77,79
CCCCCCCCCC(=O)Oc1ccc(/C(=C(/C)Cc2cccc(OC)c2)c2ccc(OCCN3CCOCC3)cc2)cc1,97,95,100,105,109,94,89,98,102
O=C(Nc1ccc(F)cc1)N1CCOCC1,110,101,111,126,117,97,110,112,111
Cc1cc(NS(=O)(=O)c2ccc(N=Nc3c(N)[nH]c(=O)[nH]c3=O)cc2)nc(C)n1,93,103,92,107,105,92,100,101,106
CC(C)OC(=O)OCOP(=O)(OCOC(=O)OC(C)C)C1CCCN(O)C1=O (stereo not given),13,70,33,17,.,-6.8*,56,39,33
CCOc1nn2c(CCC(=O)c3nc4ccccc4[nH]3)nnc2s1,25,73,.,86,85,80,.,85,77
COc1cc(/C=N/Nc2ccc(F)cc2F)cc(OC)c1OC,80,93,82,94,92,60,98,85,57
CC1C(c2ccccc2)=Nn2c(=O)n(-c3ccccc3)c(=O)n21 (stereo not given),91,93,101,90,116,101,105,102,95
CCOC(=O)c1cc(C(=O)OCC)cc(C(=O)OCC)c1,102,96,97,108,108,77,96,97,105
CCC(CC)=NOC(=O)Nc1ccccc1,96,97,103,108,102,100,105,104,101
O=C(N/N=C/c1ccc2c(c1)CCC2)c1ccccc1[N+](=O)[O-],93,102,98,105,106,86,100,84,72
O=C(NCCO)c1ccncc1,97,104,92,98,105,80,91,103,110
CC(=O)NC1(C(=O)O)CCCC1,112,133,130,109,125,103,113,140,112
S=C(Nc1ccccc1)N1CCN(C(=S)Nc2ccccc2)CC1,89,91,103,112,137,105,110,91,113
CC(=O)CC(C)=Nc1ccc(Cl)cc1,76,87,91,86,107,80,91,.,45

# As a short view, 12 of the compounds above:
SMILES,HCT-116,NCI-H23,NCI-H322M,NCI-H460,COLO 205,NCI-H522,NCI-H226,NCI/ADR-RES,HCT-15
Cc1cc(NS(=O)(=O)c2ccc(N=Nc3c(N)[nH]c(=O)[nH]c3=O)cc2)nc(C)n1,93,103,92,107,105,92,100,101,106
CC(C)OC(=O)OCOP(=O)(OCOC(=O)OC(C)C)C1CCCN(O)C1=O (stereo not given),13,70,33,17,.,-6.8*,56,39,33
CCOc1nn2c(CCC(=O)c3nc4ccccc4[nH]3)nnc2s1,25,73,.,86,85,80,.,85,77
COc1cc(/C=N/Nc2ccc(F)cc2F)cc(OC)c1OC,80,93,82,94,92,60,98,85,57
CC1C(c2ccccc2)=Nn2c(=O)n(-c3ccccc3)c(=O)n21 (stereo not given),91,93,101,90,116,101,105,102,95
CCOC(=O)c1cc(C(=O)OCC)cc(C(=O)OCC)c1,102,96,97,108,108,77,96,97,105
CCC(CC)=NOC(=O)Nc1ccccc1,96,97,103,108,102,100,105,104,101
O=C(N/N=C/c1ccc2c(c1)CCC2)c1ccccc1[N+](=O)[O-],93,102,98,105,106,86,100,84,72
O=C(NCCO)c1ccncc1,97,104,92,98,105,80,91,103,110
CC(=O)NC1(C(=O)O)CCCC1,112,133,130,109,125,103,113,140,112
S=C(Nc1ccccc1)N1CCN(C(=S)Nc2ccccc2)CC1,89,91,103,112,137,105,110,91,113
CC(=O)CC(C)=Nc1ccc(Cl)cc1,76,87,91,86,107,80,91,.,45

# Next results:
SMILES,HCT-116,NCI-H23,NCI-H322M,NCI-H460,COLO 205,NCI-H522,NCI-H226,NCI/ADR-RES,HCT-15
O=C(Cn1cc(CO)nn1)Nc1nc(-c2ccc(Cl)cc2)cs1,107,103,104,110,115,88,102,101,96
O=C(CSc1nc2ccccc2c(=O)n1-c1ccc(Cl)cc1)N/N=C/c1ccc(Oc2ccc(Br)cc2)cc1,103,105,111,110,116,97,99,108,105
CC(C)(C)OC(=O)NS(=O)(=O)N(c1cccc(F)c1)C1CCN(C(=O)OC(C)(C)C)CC1,96,86,113,110,124,111,90,102,98
O=C(c1ccccc1)c1ccncc1,103,98,106,107,121,97,98,103,105
C=CCc1c(O)c(C(=O)/C=C/c2ccccc2)c(OC)c2ccoc12,23,53,62,17,60,38,22,21,40
Cn1nc(C(F)(F)F)cc1-c1cc(Cl)c(OCc2ccc(Cl)cc2)c(-c2ccc(Cl)c(C(F)(F)F)c2)c1O,-11*,4.7*,9.1*,0.4*,-79*,1.3*,-13*,1.2*,6.6*
COc1ccc(C2C3=C(COC3=O)N(CCO)c3cc4c(cc32)CCC4)cc1OC (stereo not given),14,30,35,-15*,15,-34*,.,31,22
COc1cc(OC)cc(C(=O)NCCCl)c1,110,107,116,108,107,123,95,116,101
COc1cc(/C=N/NC(=O)CN2CCN(c3cc4c(cc3F)c(=O)c(C(=O)O)cn4C3CC3)CC2)cc(OC)c1OC,104,96,97,102,102,97,98,101,108
Cc1ccc(NC(=O)c2cc(-c3nc4ccccc4s3)c(=O)n(NS(=O)(=O)c3ccc(Cl)cc3)c2N)cc1,96,102,98,105,114,94,81,105,96
Cc1cc(C)cc(NC(=O)CSc2nnc(-c3ccc(NC(=O)c4cccnc4)cc3)o2)c1,33,107,97,110,82,43,107,104,106
CC(=S)NC(=O)C(=O)/C=C1/NC(=O)C(=O)S1,114,97,105,107,124,105,.,103,102
NC(=O)NC(=O)c1ccccc1,107,93,107,102,105,79,98,103,112
N#CCCc1c(O)ccc2ccccc12,109,113,144,107,116,90,108,114,105
CCOC(=O)CCc1nc2ccccc2[nH]1,91,98,101,101,104,98,.,97,102
CN(CCO)Cc1ccc(Cl)cc1,102,104,103,110,117,104,107,104,112
CC/C(=C(/c1ccc(Cl)cc1)c1ccc(OCCN2CCCC2)cc1)c1ccc(Cl)cc1,82,92,100,102,115,86,103,100,90
COc1ccc(-c2ccnc3c(C#N)c(Nc4ccccc4)nn23)cc1,109,91,96,103,118,91,113,101,99
Cc1ccc(-c2cc(-c3ccccn3)n(C3=NCC(=O)S3)n2)cc1,106,102,121,110,119,108,102,104,100
O=C(NC1=Nc2ccccc2C(=O)NN1)c1ccc(Cl)cc1,107,103,105,100,108,114,98,106,99
C1=C2CCCC3=Cc4ccccc4OC23Oc2ccccc21,24,42,51,13,25,3.9*,56,12,20
O=c1c2c(c3ccccc3n1-c1ccccc1)NC(=S)NC2c1ccc(Cl)cc1 (stereo not given),16,27,45,2.3*,67,.,65,78,29
Cc1cc(C)c(N=Nc2cc(C)c(N)cc2C)c(S(=O)(=O)O)c1,101,88,95,.,102,85,90,104,105
OCC1OC(n2cnc3ccccc32)CC1O (stereo not given),106,108,90,117,132,105,98,104,112
CCN(CC)CCC(CNc1c(C)cnc2cc(Cl)ccc12)c1ccc(Cl)c(Cl)c1 (stereo not given),22,64,52,64,-56*,49,86,64,32
COc1ccc(C(=O)Nc2ccc(N(C)C)cc2)cc1,94,96,95,105,101,57,107,112,99
CC(C)c1cccc(C(C)C)c1NC(=O)Nc1ccc(Cl)cc1Cl,75,101,89,86,.,80,57,95,86
Cc1ccc(S(=O)(=O)NCc2ccccc2)cc1,101,107,122,103,.,105,107,114,122
Cc1cccc(NC(=O)c2cc3nc4c(c(C(F)(F)F)n3n2)CCc2ccccc2-4)n1,91,96,94,109,105,64,97,104,95
NC[C@H]1O[C@@H](n2cnc3c(=O)[nH]c(N)nc32)[C@H](O)[C@@H]1O,103,97,94,103,.,97,.,101,105
c1ccc2c(-c3nc(N4CCOCC4)c4c5c(sc4n3)CCCCCC5)cccc2c1,109,107,110,104,114,91,94,109,100
O=S(=O)(NCCCNc1nccc(-c2c(-c3cccc(F)c3)nc3sccn23)n1)c1cccc(F)c1,48,39,80,58,23,22,23,18,23
O=C(Nc1cc(C(F)(F)F)ccc1Cl)ON1CCCCC1,106,86,123,116,107,94,110,101,105
CC(C)(C)c1nn(-c2ccccc2)c2c1CC1(CN2Cc2ccc3c(c2)OCO3)C(=O)c2ccccc2C1=O,89,106,107,112,108,141,110,101,105
c1ccc(CCCc2ccnc3ccccc23)nc1,97,82,104,96,111,94,80,91,98
CN1C(=O)N(C)C2C1NC(=O)N2CC(=O)NN (stereo not given),103,103,97,104,102,101,99,101,106
O=S(=O)(C/C=C/CS(=O)(=O)c1ccccc1)c1ccccc1,97,104,138,102,115,.,102,107,99
COc1ccc(/C(C)=C(\c2ccc(Cl)cc2)c2ccc(OCCCN(C)C)cc2)cc1F,21,78,68,-4.0*,7.6*,77,98,77,7.7*
CCCCC1CCCC12NC(=O)NC2=O (stereo not given),99,99,98,117,120,106,88,93,103
CCOP(=O)(OCC)c1nc(-c2ccc([N+](=O)[O-])cc2)oc1N(C)CCO,96,95,.,102,112,100,96,104,97

# Record cards, as listed above. Order of screens: HCT-116, NCI-H23, NCI-H322M, NCI-H460, COLO 205, NCI-H522, NCI-H226, NCI/ADR-RES, HCT-15
# `COc1ccc(/C(C)=C(\c2ccc(Cl)cc2)c2ccc(OCCCN(C)C)cc2)cc1F` across the screens: 21, 78, 68, -4.0*, 7.6*, 77, 98, 77, 7.7*
# `Cc1cc(C)c(N=Nc2cc(C)c(N)cc2C)c(S(=O)(=O)O)c1` across the screens: 101, 88, 95, ., 102, 85, 90, 104, 105

# Next section:
SMILES,HCT-116,NCI-H23,NCI-H322M,NCI-H460,COLO 205,NCI-H522,NCI-H226,NCI/ADR-RES,HCT-15
O=C(/C=C/c1ccc(Cl)cc1)c1ccc(-n2cc(CN3CCN(c4cc5c(cc4F)c(=O)c(C(=O)O)cn5C4CC4)CC3)nn2)cc1,2.7*,85,78,82,97,79,76,95,96
CCCCCCCCN1C(=O)/C(=c2\sc3n(c2=O)NC2C(N=3)N(CC)C(=O)N2CC)c2ccccc21 (stereo not given),81,94,82,101,115,76,86,89,87
ClCCOCCOc1ccccc1-c1ccccc1,99,103,97,105,108,97,106,98,101
Cc1[nH]c(C2CC(c3ccc(C(F)(F)F)c(F)c3)=NN2C)c(C)c1C(=O)O (stereo not given),96,96,105,104,122,98,84,103,97
COc1cc2cc(NCc3ccncc3)nc(C)c2cc1OC,93,92,103,102,96,80,90,97,83
CCCCNc1ccccc1,108,108,120,108,106,102,93,106,100
CCOc1c(C#N)c(Nc2ccc(S(N)(=O)=O)cc2)c(C#N)c2nc(=O)nc(Nc3ccccc3)n12,89,83,98,106,111,83,107,96,74
Nc1c(-c2nc3ccc(Br)cc3c(=O)[nH]2)nnn1-c1ccccc1,48,83,71,44,102,74,107,81,79
CC1=C(C)C(=O)N(Cc2ccccc2)C(c2cn(-c3ccccc3)nc2C)O1 (stereo not given),97,.,.,107,101,93,106,93,108
O=C(NC1CCCCC1)OCc1c(COC(=O)NC2CCCCC2)c(-c2ccc(Cl)c(Cl)c2)n2c1CCC2,16,23,49,3.7*,32,-24*,2.9*,25,34
CCn1cc(-c2nc(N)[nH]c(=O)c2C(C)=O)c(-c2ccc(Br)cc2)n1,99,95,101,105,103,71,93,102,103
O=C(/C=C/c1ccc(OCc2ccccc2)cc1)c1nc2ccccc2[nH]1,103,95,109,107,115,96,98,98,96
CCCC(C)C(CC)(C(=O)OCC)C(=O)OCC (stereo not given),101,99,119,98,100,92,105,99,111
CC(=O)N1N=C2N(Cc3ccccc3)C(=O)c3c(sc4c3CCCC4)N2C1c1cn(-c2ccccc2)nc1-c1ccc(Cl)cc1 (stereo not given),97,89,98,111,101,101,92,100,97
COc1cccc(-c2oc3ccc(OC)cc3c(=O)c2O)c1,74,85,.,54,106,78,84,69,50
CCOC(=O)c1cc(=O)nc(N)s1,100,97,110,111,119,87,110,102,102
COc1cccc(NC(=O)Nc2ccc(Nc3ncnc4[nH]c(C)c(C)c34)cc2F)c1,108,99,104,105,114,94,95,101,102
CN1CCN(Cc2ccc(NC(=O)c3[nH]ncc3Nc3ncnc4sc5c(c34)CCCC5)cc2)CC1,-96*,-64*,-51*,-62*,-93*,-76*,-52*,-62*,-69*
COc1ccc(CN2C(=O)Cc3ccccc3-n3nc(C(C)(C)C)cc32)cc1,70,82,105,99,114,89,99,93,105
C[N+]1(C)CCOC(=O)C1,110,103,102,105,125,104,103,105,101
CCCOc1c(OC)cc2c3c1-c1cc4c(cc1CC3OCC2)OCO4 (stereo not given),92,95,106,92,99,96,.,96,86
O=C1CN2C(c3ccccc3)=CSC2=N1,98,95,116,105,102,94,102,100,96
COc1ccc(/C=C/C(=O)c2ccc(O)c(CN3CCN(c4cc5c(cc4F)c(=O)c(C(=O)O)cn5C4CC4)CC3)c2)cc1OC,37,77,59,97,128,76,81,91,54
COc1cc(-c2n[nH]nc2-c2cnccn2)cc(OC)c1OC,100,103,87,106,144,.,95,115,127
O=C(Nc1cc(=O)[nH]c(=O)[nH]1)C(Cl)Cl,107,107,96,109,122,90,102,111,103
Oc1ccc(Cc2nccc3cc(O)c(O)cc23)cc1O,102,79,143,110,112,66,105,92,92
CC(C)(O)Cn1cc(-c2ccc3nc(OC4CC4)ccc3c2)c2c(N)ncnc21,52&70,42&70,73&97,28&88,59&91,37&67,27&56,67&95,74&95
c1cc(-c2nc3sc(-c4ccncc4)nc3s2)ccn1,104,101,100,107,113,98,99,106,102
